Screening results from PubChem BioAssay.
Nrf2 inh: Nrf2 qHTS screen for inhibitors; A549 ARE-Fluc reporter, luciferase luminescence, 18-24 h; Potency, µM (titrated, usually from 46 µM), without a hit: top-dose activity change, negative = inhibition, actives largely listed as inhibitors; 2.1% of 360,000 active; AID 504444, 2011; also: potency is read from the fitted curve at half-maximal effect; % is scaled to controls: 0 for no effect and ±100 for the full control effect; nearly all actives have a fitted effect of over 60% in size
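Cells were seeded and rested 2 h, then exposed to compounds for 18-24 h. CellTiter-Fluor was read first as a viability measure. BugLite was added 15 min before the final luminescent read of ARE-luciferase activity in A549 cells.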
Nrf2 ARE act: qHTS of Nrf2 Activators; AREc32 ARE-luciferase reporter (MCF7-derived line), luminescence, 24 h; Potency, µM (titrated, usually from 46.1 µM), for the others: at the highest dose activation, hits mostly activators; 0.31% of 410,000 active; also: potency is read from the fitted curve at half-maximal effect; % of control where 0% means no effect; nearly all actives have a fitted effect of over 65% in size
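ARE-driven firefly luciferase activity in AREc32 cells measured after a 24 hr compound exposure at 37 deg C, using Steady-Glo reagent and a 30 min room-temperature hold.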
TGFb SMAD3 inh: qHTS for Inhibitors of TGF-b | Potency, µM (titrated, usually from 46.1 µM), inactives show at the highest dose activity, negative = inhibition, usual class: inhibitors | HepG2 CAGA-GFP TGF-b/SMAD3 reporter, GFP fluorescence, 18 h; TGF-beta stimulated, 500 pg/mL final | 1.2% of 410,000 active; also: potency is read from the fitted curve at half-maximal effect; % is scaled to controls: 0 for no effect and ±100 for the full control effect; nearly all actives have a fitted effect of over 65% in size
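Per well, imaged GFP fluorescence of HEPG2 CAGA-GFP cells gives the signal; cells get compound, then TGF-beta (500 pg/mL final), 18 h at 37 degrees C; %Activity versus -TGF-beta and +DMSO controls.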
EPAC2 agonist: qHTS for Agonist of cAMP-regulated guanine nucleotide exchange factor 4 (EPAC2): primary screen; Rap guanine nucleotide exchange factor 4 (Homo sapiens), Q8WZA2; EPAC2 activation, biochemical qHTS; response scale: 100% = 6.5 mM cAMP response; Potency, µM (highest dose often 154 µM), without a hit: top-dose activation, actives largely listed as activators; 0.079% of 360,000 active; AID 720711, 2013; also: potency is read from the fitted curve at half-maximal effect; nearly all actives have a fitted effect of over 50% in size
Target sequence (Q8WZA2 whole entry, looked up): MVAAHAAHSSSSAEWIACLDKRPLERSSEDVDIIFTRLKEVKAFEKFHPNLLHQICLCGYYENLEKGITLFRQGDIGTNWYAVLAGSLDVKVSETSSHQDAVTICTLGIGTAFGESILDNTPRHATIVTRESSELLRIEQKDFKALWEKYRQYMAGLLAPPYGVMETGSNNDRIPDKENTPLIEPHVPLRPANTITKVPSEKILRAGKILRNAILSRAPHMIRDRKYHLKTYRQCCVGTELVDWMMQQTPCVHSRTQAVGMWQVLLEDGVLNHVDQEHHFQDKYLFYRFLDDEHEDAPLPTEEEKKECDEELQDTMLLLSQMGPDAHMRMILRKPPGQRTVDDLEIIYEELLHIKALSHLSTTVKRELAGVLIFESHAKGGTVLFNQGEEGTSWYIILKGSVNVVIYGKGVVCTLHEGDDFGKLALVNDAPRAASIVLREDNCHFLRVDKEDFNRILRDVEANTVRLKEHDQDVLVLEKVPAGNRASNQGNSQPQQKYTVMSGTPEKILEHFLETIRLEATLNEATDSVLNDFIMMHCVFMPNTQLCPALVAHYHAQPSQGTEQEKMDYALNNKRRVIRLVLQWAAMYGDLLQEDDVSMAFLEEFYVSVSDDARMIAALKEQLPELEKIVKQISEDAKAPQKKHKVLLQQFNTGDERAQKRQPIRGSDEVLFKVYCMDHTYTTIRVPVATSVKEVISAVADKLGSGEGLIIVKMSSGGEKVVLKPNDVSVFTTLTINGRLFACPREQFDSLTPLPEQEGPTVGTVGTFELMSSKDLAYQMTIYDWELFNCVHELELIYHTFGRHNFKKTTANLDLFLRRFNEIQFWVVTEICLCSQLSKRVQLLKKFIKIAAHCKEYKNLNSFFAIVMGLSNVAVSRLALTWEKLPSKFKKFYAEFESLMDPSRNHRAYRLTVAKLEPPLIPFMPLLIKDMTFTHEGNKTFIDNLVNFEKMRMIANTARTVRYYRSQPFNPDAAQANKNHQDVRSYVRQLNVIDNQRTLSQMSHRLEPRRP
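Nucleotide exchange monitored as fluorescence drop when BODIPY-GDP leaves Rap1B. Reaction: 100 nM EPAC2, 250 nM RAP1B-BODIPY-GDP, 50 uM GDP, room temperature, kinetic read over 30 min. Activity expressed relative to 6.5 mM cAMP.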
CCT modulator: High-Throughput Screening for Modulators of Cytosolic Chaperonin Activity; purified chaperonin ATPase assay, HTRF ADP detection, 30 min; activity change, % (test concentration not listed), hits read low; 0.3% of 360,000 active; AID 651819, 2012; in the data active = activity change below about -30%; also: % is scaled to controls: 0 for no effect and ±100 for the full control effect
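ATPase activity: ADP formed was measured by HTRF Transcreener (665/615 nm ratio) after 30 min at 37 deg C with 10 uM ATP. Compounds screened at one 76 uM concentration against 40 or 20 nM TRiC in Tris pH 7.4/KCl/MgCl2/DTT buffer.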
Mm-Cpn inhibitor: Inhibitors of TCP-1 ring complex (TRiC) of Methanococcus maripaludis (MmCpn): qHTS | 0.031% of 330,000 active | purified Mm-Cpn ATPase, ADP Transcreener TR-FRET | Chaperonin Mm-Cpn (Methanococcus maripaludis) | Potency, µM (doses to about 76.9 µM), inactives show at the highest dose activity, negative = inhibition, actives largely listed as inhibitors; also: potency is read from the fitted curve at half-maximal effect; % is scaled to controls: 0 for no effect and ±100 for the full control effect; nearly all actives have a fitted effect of over 80% in size
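Compound-treated chaperonin, 25 nM final, turns over 10 uM ATP at 37°C for 30 min following a 10 min preincubation; ADP generated competes with ADP-d2 for Eu-cryptate antibody, lowering FRET.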
EPAC2 antag: qHTS for Antagonist of cAMP-regulated guanine nucleotide exchange factor 2 (EPAC2): primary screen | Rap guanine nucleotide exchange factor 4 (Homo sapiens), Q8WZA2 | EPAC2 GEF exchange of Rap1B-BODIPY-GDP, fluorescence | Potency, µM (highest dose often 114 µM), without a hit: top-dose activity, negative = inhibition, usual class: inhibitors | 0.18% of 360,000 active | AID 720708, 2013; also: potency is read from the fitted curve at half-maximal effect; % is scaled to controls: 0 for no effect and ±100 for the full control effect; nearly all actives have a fitted effect of over 45% in size; many of its hits are not listed in these tables
A549 viability: Nrf2 qHTS screen for inhibitors: counterscreen for cytotoxicity | Potency, µM (doses to about 46 µM), without a hit: at the top dose activity change, negative = cytotoxicity, most hits filed as inhibitors | 0.16% of 390,000 active | A549 ARE-Fluc cells, CellTiter-Fluor viability, 18-24 h; also: potency is read from the fitted curve at half-maximal effect; % is scaled to controls: 0 for no effect and ±100 for the full control effect
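A549 ARE-Fluc cells in 5% FBS OPTI-MEM, 5000 cells/well, rested 2 h then exposed to compounds in concentration-response for 18-24 h at 37 °C. Viability by CellTiter-Fluor fluorescence (Ex 405/Em 525) after 30 min; luciferase luminescence (BugLite, 15 min, RT) read afterwards.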
Akt phos inh: HTS Assay for Inhibitors of Akt Phophorylation: Primary Screen; Neuro2A IGF-stimulated pAkt S473 HTRF, 20 min; hits give low values; activity change, % for hits at 50 µM; 0.32% of 360,000 active; in the data active = activity change below about -80%; inconclusive = mostly about -51% to -80%; also: % is scaled to controls: 0 for no effect and ±100 for the full control effect
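Neuro2A cells in DMEM with 0.5% FBS, overnight at 37 deg C, given compound at single 50 µM final, then IGF (6 nM final) for 20 min at 37 deg C. Lysed; phospho-Akt Ser473 by HTRF after 24 h, 665/615 ratio.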
* hit, by the source's call; & = joins results of further samples; [ ] = dose if it differs, or a comment. Unless noted, calls follow the shape of the dose curve; as a rule, active = well fitted curve in the direction sought with a large enough effect; inconclusive = small, poorly fitted or top-dose-only effect, or another doubt; inactive = no such curve, though single readings can be large; an effect the other way counts as inactive or inconclusive. An excerpt (hit frequency here may not be typical).

`Cc1ccc(C(=O)CC(C(=O)O)c2cn(CCC#N)c3ccccc23)cc1` (stereo not given) gave Nrf2 inh -5%, Nrf2 ARE act 2.3%, TGFb SMAD3 inh -19%, EPAC2 agonist 10%, CCT modulator -5.0, Mm-Cpn inhibitor -1%, EPAC2 antag 1%, A549 viability 0% and Akt phos inh inactive.
Screening CCOC(=O)N1CCN(C(=O)c2cn(CCOC)c(=O)c3c2c2ccccc2n3C)CC1 returned Nrf2 inh -16%, Nrf2 ARE act 0.3%, TGFb SMAD3 inh -10%, EPAC2 agonist -4%, CCT modulator -0.3, Mm-Cpn inhibitor -2%, EPAC2 antag 8%, A549 viability -2%[1.84 µM] and Akt phos inh inactive.
COc1ccc(OCCC(=O)OCC(=O)Nc2cccc(S(=O)(=O)N3CCOCC3)c2)cc1 was read as Nrf2 inh 25%, Nrf2 ARE act -0.3%, TGFb SMAD3 inh 0%, EPAC2 agonist 2%, CCT modulator 0.9, Mm-Cpn inhibitor -8%, EPAC2 antag 8%, A549 viability -3% and Akt phos inh inactive.
For O=C(O)CC1(CC(=O)N2CCOCC2)CCCC1 the results were Nrf2 inh 6%, Nrf2 ARE act 0.0%, TGFb SMAD3 inh -9%, EPAC2 agonist 6%, CCT modulator -2.2, Mm-Cpn inhibitor -5%, EPAC2 antag 4%, A549 viability -5% and Akt phos inh inactive.
`O=S(=O)(NCc1cn2ccccc2n1)c1ccccc1F` gave Nrf2 inh 6%, Nrf2 ARE act -1.0%, TGFb SMAD3 inh 15%, EPAC2 agonist 7%, CCT modulator -0.6, Mm-Cpn inhibitor -1%, EPAC2 antag 6%, A549 viability 11% and Akt phos inh inactive.
`O=C(NCC1CCCO1)c1nnc(Cc2ccc(F)cc2)o1` (stereo not given) gave Nrf2 inh -16%, Nrf2 ARE act -0.8%, TGFb SMAD3 inh -4%, EPAC2 agonist 14%, CCT modulator 9.5, Mm-Cpn inhibitor 1%, EPAC2 antag 4%, A549 viability -3% and Akt phos inh inactive.
`Cc1ccc2c(c1)N(C(=O)NCc1ccccc1)CCO2` gave Nrf2 inh 2%, Nrf2 ARE act -0.3%, TGFb SMAD3 inh inconclusive and A549 viability 3%.
For CC1=CC(C)(C)NC(=S)N1c1cccc2cc(S(=O)(=O)O)ccc12 the results were Nrf2 inh -8%, Nrf2 ARE act 0.6%, TGFb SMAD3 inh 16%, EPAC2 agonist 7%, CCT modulator -0.2, Mm-Cpn inhibitor 0%, EPAC2 antag 5%, A549 viability -13% and Akt phos inh inactive.
For Cc1cccc(N2CCN(C(=O)c3ccc4nc(N5CCC(C)CC5)sc4c3)CC2)c1C the results were Nrf2 inh inconclusive, Nrf2 ARE act 5.2%, TGFb SMAD3 inh -13% and A549 viability 2%.
For CCOC(=O)C1CCN(C(=O)C2c3ccccc3C(=O)N(C)C2c2ccc(OC)cc2)CC1 (stereo not given) the results were Nrf2 inh 7%, Nrf2 ARE act -0.2%, TGFb SMAD3 inh -2%, EPAC2 agonist 3%, CCT modulator -5.0, Mm-Cpn inhibitor -2%, EPAC2 antag 0%, A549 viability 0% and Akt phos inh inactive.
Screening Cc1cccc(OCC(=O)Nc2nnc(S(=O)(=O)N3CCCCCC3)s2)c1 returned Nrf2 inh inconclusive, Nrf2 ARE act -0.5%&0.7%, TGFb SMAD3 inh inconclusive, EPAC2 agonist -4%, CCT modulator -2.6, Mm-Cpn inhibitor -6%, EPAC2 antag -13%, A549 viability 0%&3% and Akt phos inh inactive.
`Cc1ccc(S(=O)(=O)N2CCCCC2)cc1NC(=O)c1ccc(Cl)nc1` gave Nrf2 inh -12%, Nrf2 ARE act -0.4%, TGFb SMAD3 inh -3%, EPAC2 agonist 4%, CCT modulator 0.0, Mm-Cpn inhibitor 0%, EPAC2 antag 1%, A549 viability 1% and Akt phos inh inactive.
`COc1ccc(-c2csc(C3=C(O)CN(Cc4ccc(S(N)(=O)=O)cc4)C3=N)n2)cc1OC` gave Nrf2 inh inconclusive, Nrf2 ARE act -0.4%, TGFb SMAD3 inh 12%, EPAC2 agonist 1%, CCT modulator -2.1, Mm-Cpn inhibitor 2%, EPAC2 antag 21%, A549 viability 3% and Akt phos inh inactive.
Screening NC(=O)c1ccc(NC(=O)C2COc3ccccc3O2)cc1 (stereo not given) returned Nrf2 inh -19%, Nrf2 ARE act -0.1%, TGFb SMAD3 inh 1%, EPAC2 agonist 8%, CCT modulator -1.5, Mm-Cpn inhibitor -2%, EPAC2 antag -4%, A549 viability -2% and Akt phos inh inactive.
For Cc1cccc(C)c1NC(=O)N1CC=CCC1 the results were Nrf2 inh -11%, Nrf2 ARE act -0.3%, TGFb SMAD3 inh 5%, EPAC2 agonist 13%, CCT modulator 0.5, Mm-Cpn inhibitor 2%, EPAC2 antag 5%, A549 viability -2% and Akt phos inh inactive.
Cc1onc(-c2ccccc2Cl)c1C(=O)Nc1ccc(N2CCOCC2)cc1 was read as Nrf2 inh -2%, Nrf2 ARE act -0.2%, TGFb SMAD3 inh -1%, EPAC2 agonist -10%, CCT modulator -1.1, Mm-Cpn inhibitor -10%, EPAC2 antag 8%[57.1 µM], A549 viability -13% and Akt phos inh inactive.
CC(CN1C(C)CCCC1C)OC(=O)c1cccc(F)c1 (stereo not given) was read as Nrf2 inh 13%, Nrf2 ARE act -1.4%, TGFb SMAD3 inh 3%, EPAC2 agonist 5%, CCT modulator -1.0, Mm-Cpn inhibitor 1%, EPAC2 antag 1%, A549 viability 5% and Akt phos inh inactive.
Screening CC1Cc2ccccc2N1C(=O)COc1nc2ccccc2nc1N1CCOCC1 (stereo not given) returned Nrf2 inh 0%, Nrf2 ARE act 0.0%, TGFb SMAD3 inh inconclusive, EPAC2 agonist -9%, CCT modulator -0.4, Mm-Cpn inhibitor -8%, EPAC2 antag -3%, A549 viability -15% and Akt phos inh inactive.
For CN1CCN(c2ccc(NC(=O)c3ccc(-c4ccc(Br)cc4)o3)cc2)CC1 the results were Nrf2 inh -6%, Nrf2 ARE act 10%, TGFb SMAD3 inh inconclusive, EPAC2 agonist 6%, CCT modulator -0.5, Mm-Cpn inhibitor 1%, EPAC2 antag -8%, A549 viability inconclusive and Akt phos inh inactive.
Screening C/C(=N\O)C(=O)NCCN1CCCCC1 returned Nrf2 inh -7%, Nrf2 ARE act -0.2%, TGFb SMAD3 inh 1%, EPAC2 agonist 6%, CCT modulator -1.9, Mm-Cpn inhibitor -2%, EPAC2 antag 11%, A549 viability 4% and Akt phos inh inactive.
Screening CSc1nncn1/N=C/c1ccc2c(c1)OCO2 returned Nrf2 inh -2%, Nrf2 ARE act 2.7%, TGFb SMAD3 inh -2%, EPAC2 agonist -6%, CCT modulator -2.9, Mm-Cpn inhibitor 0%, EPAC2 antag 14%, A549 viability -29% and Akt phos inh inactive.
COc1ccc2[nH]c(=O)c(CN(Cc3ccc4c(c3)OCO4)C(C)=O)cc2c1 was read as Nrf2 inh -3%, Nrf2 ARE act 0.5%, TGFb SMAD3 inh inconclusive, EPAC2 agonist 2%, CCT modulator 0.1, Mm-Cpn inhibitor 2%, EPAC2 antag 4%, A549 viability -7% and Akt phos inh inactive.
For COc1ccc(-c2cnc3c(NC(C)=O)cc(-c4ccc(C(=O)NC5CC5)cc4)cn23)cc1OC the results were Nrf2 ARE act 17%, TGFb SMAD3 inh 33%[activator], EPAC2 agonist 3%, CCT modulator -1.1, EPAC2 antag 15% and Akt phos inh inactive.
For COc1ccc(C(NC(=O)C2CCN(Cc3ccc(Oc4ccccc4)cc3)CC2)c2ccccn2)cc1 (stereo not given) the results were Nrf2 ARE act 0.3%[9.22 µM], TGFb SMAD3 inh inconclusive, EPAC2 agonist 7%, CCT modulator 1.5, EPAC2 antag -21% and Akt phos inh inactive.
For COc1cccc(CNC(=O)Cc2ccc(-c3ccccc3)cc2)c1 the results were Nrf2 inh -4%, Nrf2 ARE act 0.1%, TGFb SMAD3 inh -25%, EPAC2 agonist 3%, CCT modulator -0.9, Mm-Cpn inhibitor -1%, EPAC2 antag 3%, A549 viability -6% and Akt phos inh inactive.
Screening CC(C)N=C1NN=C(c2cccs2)CS1 returned Nrf2 inh inconclusive, Nrf2 ARE act 3.7%, TGFb SMAD3 inh 1%, EPAC2 agonist 7%, CCT modulator -1.5, Mm-Cpn inhibitor 2%, EPAC2 antag 6%, A549 viability 4% and Akt phos inh inactive.
Cc1ccccc1C(=O)NNC(=O)c1ccc2nc[nH]c2c1 was read as Nrf2 inh 29%, Nrf2 ARE act -0.5%, TGFb SMAD3 inh -5%, EPAC2 agonist 0%, CCT modulator -0.4, Mm-Cpn inhibitor -1%, EPAC2 antag 3%, A549 viability 5% and Akt phos inh inactive.
`O=C(NC1CCN(C(=O)c2cccs2)CC1)c1ccccc1` gave Nrf2 inh 16%, Nrf2 ARE act -0.3%, TGFb SMAD3 inh 6%, EPAC2 agonist 10%, CCT modulator 0.3, Mm-Cpn inhibitor 0%, EPAC2 antag 5%, A549 viability -5% and Akt phos inh inactive.
